Screening data (PubChem BioAssay)
HT1080 IDH1KD tx = toxicity to HT-1080 IDH1 knockdown cells (counter line); HT-1080 IDH1 knockdown viability, ATP luminescence, 48 h; Potency, µM (series often up to 46.1 µM), for inactives: at the top dose activity, negative = toxicity, usual class: cytotoxic; 360,000 compounds, 2% hits; AID 686971;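 note: potency is the fitted concentration of half-maximal effect; 0% = DMSO wells and -100% = cell-free medium wells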
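IDH1KD HT-1080 cells, 750/well, RPMI + 5% FBS; compound pinned after 2 h settling; 48 h, 37 °C; CellTiter-Glo luminescence; % activity normalised to DMSO and no-cell wells; curves fitted, classed by r2 and efficacy.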
HepG2 viability = HepG2 cytotoxicity, counter-screen for TGF-b inhibitors; 410,000 compounds, 0.76% hits; HepG2 CAGA-GFP viability, ATP luminescence, 18 h; Potency, µM (titrated, usually from 46.1 µM), for the others: top-dose activity change, negative = cytotoxicity, hits mostly cytotoxic; note: potency is the fitted concentration of half-maximal effect; some results filed as inactive show a strong effect at the top dose
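HepG2 CAGA-GFP cells (1000/well, DMEM with 1% FBS) received compound, then TGF-beta at 500 pg/mL final, and were incubated 18 hours at 37 degrees C. Viability was read by CellTiter-Glo luminescence. Media-only wells were set as complete cell-killing and DMSO as no toxicity.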
IL1B secr inh = inhibitors of inflammasome signaling (IL-1 beta secretion); THP-1 LPS/ATP IL-1B secretion, AlphaLISA, 16 h; stronger effect = lower value; activity change, % at 57.5 µM; 360,000 compounds, 4.7% hits; AID 743279; in the data active = activity change below about -50%; inconclusive = mostly about -30% to -49%; note: % is set by controls: 0 for no effect and ±100 for the full control effect
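Secreted IL-1B measured by AlphaLISA bead assay after 16 h compound exposure of THP-1 cells; compounds (final up to 57.5 uM) added 1 h before LPS (250 ng/mL) and ATP (1.25 mM) stimulation; lower signal means less secretion.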
ATXN2 expr inh = reduces ATXN2 reporter expression in HEK-293 cells | HEK-293 ATXN2-luciferase reporter, luminescence, 24 h | Potency, µM (series often up to 57 µM), without a hit: at the top dose activity change, negative = inhibition, actives largely listed as inhibitors | 360,000 compounds, 0.72% hits; note: potency is the fitted concentration of half-maximal effect; % is set by controls: 0 for no effect and ±100 for the full control effect; nearly all actives have a fitted effect of over 55% in size
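qHTS (up to 57 uM final) was run with 24 h compound exposure of reporter cells at 37 °C. Each well was multiplexed: SteadyGlo luminescence measured ATXN2-luciferase expression after a fluorogenic Gly-Phe-AFC viability readout (25 uM final).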
ATXN viability = viability counter-screen for ATXN expression inhibitors; S2 cells (HEK-293 line with an ATXN2-luciferase reporter) viability, CellTiter-Fluor protease fluorescence, 24 h; Potency, µM (highest dose often 56.7 µM), usual class: cytotoxic; 400,000 compounds, 0.49% hits; note: potency is the fitted concentration of half-maximal effect; nearly all actives have a fitted effect of over 40% in size
MCF10A rereplic = inducers of DNA re-replication in MCF 10A breast cells. AID 624296. 350,000 compounds, 2.9% hits. Potency, µM (top dose mostly 46.1 µM), inactives show at the top dose activity, positive = re-replication, most hits filed as activators. MCF 10A DNA re-replication, Hoechst nuclear intensity, 48 h; note: potency is the fitted concentration of half-maximal effect; % of control where 0% means no effect; nearly all actives have a fitted effect of over 50% in size
KB-3-1 cytotox = kills parental KB-3-1 adenocarcinoma cells; AID 1347075; 400,000 compounds, 1.4% hits; Potency, µM (titrated, usually from 46.1 µM), for the others: at the top dose activity change, negative = cytotoxic, hits mostly cytotoxic; KB-3-1 viability, CellTiter-Glo ATP luminescence, 72 h; note: potency is the fitted concentration of half-maximal effect; % is set by controls: 0 for no effect and ±100 for the full control effect; nearly all actives have a fitted effect of over 60% in size
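Cytotoxicity measured as CellTiter-Glo luminescence after 72 h at 37 C. Compound titrations were pinned onto drug-naive KB-3-1 parental adenocarcinoma cells grown in DMEM with 10% FBS, and normalized data fitted to concentration-response curves.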
HT1080NT lethal = kills 2HG-producing HT-1080-NT fibrosarcoma cells. 360,000 compounds, 1.6% hits. AID 686970. Potency, µM (doses to about 46.1 µM), inactives show at the top dose activity, negative = less viability, actives largely listed as cytotoxic. HT-1080-NT fibrosarcoma viability, CellTiter-Glo ATP luminescence, 48 h;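 note: NT is the 2HG producing partner of a matched IDH1 knockdown line; potency is the fitted concentration of half-maximal effect; 0% = DMSO-treated cells and -100% = media-only wells without cells; nearly all actives have a fitted effect of over 55% in size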
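Luminescent CellTiter-Glo readout after 48 hours of compound exposure at 37 degrees C defined viability of HT-1080-NT cells. Activity was normalized to DMSO wells and cell-free media wells; concentration-response curves were fitted and assigned curve classes.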
SW480 rereplic = induces DNA re-replication in SW480 colon adenocarcinoma cells | SW480 DNA re-replication, Hoechst DNA content imaging, 48 h | Potency, µM (titrated, usually from 46.1 µM), without a hit: top-dose re-replication activation, actives largely listed as activators | 340,000 compounds, 1.8% hits | AID 624297; note: potency is the fitted concentration of half-maximal effect; % of control where 0% means no effect; nearly all actives have a fitted effect of over 55% in size
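Cells (250 per well) received 23 nL compound or DMSO by pin tool and were kept 48 hr at 37 C, 5% CO2. Nuclei were then stained with Hoechst for 40 min and scanned for DNA content.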
* = called active by the depositor; [ ] = dose if it differs, or a comment. Unless noted, calls come from the whole dose curve; as a rule, active = well fitted curve in the direction sought with a large enough effect; inconclusive = small, poorly fitted or top-dose-only effect, or another doubt; inactive = no such curve, though single readings can be large; an effect the other way counts as inactive or inconclusive.

Results for COC(=O)Cc1c(C(=O)OC)nnn1-c1cccc(C(F)(F)F)c1 ?
HT1080 IDH1KD tx: 19%; HepG2 viability: -13%; IL1B secr inh: 0; ATXN2 expr inh: 2%; MCF10A rereplic: inconclusive; KB-3-1 cytotox: -2%; HT1080NT lethal: -4%; SW480 rereplic: -7%

How did c1cncc(C(c2nnnn2C2CCCCC2)N2CCCCC2)c1 (stereo not given) do in these assays?
HT1080 IDH1KD tx: 0%; HepG2 viability: -49%; IL1B secr inh: -25; ATXN2 expr inh: 3%[11.3 µM]; ATXN viability: inactive; MCF10A rereplic: -3%; KB-3-1 cytotox: -15%; HT1080NT lethal: -2%; SW480 rereplic: -10%

What do the screens show for `Cc1cc(C)c(S(=O)(=O)c2ccccc2)c(OC(=O)c2c(Cl)cccc2Cl)n1`?
HT1080 IDH1KD tx: -13%; HepG2 viability: -11%; IL1B secr inh: -2; ATXN2 expr inh: -19%; ATXN viability: inactive; MCF10A rereplic: inconclusive; KB-3-1 cytotox: -6%; HT1080NT lethal: -9%; SW480 rereplic: 0%

How did COc1cccc(C2c3c(oc4ccc(Cl)cc4c3=O)C(=O)N2c2cc(C)on2)c1OC (stereo not given) do in these assays?
HT1080 IDH1KD tx: -3%; HepG2 viability: -8%; IL1B secr inh: 35; ATXN2 expr inh: -32%; ATXN viability: inactive; MCF10A rereplic: -5%; KB-3-1 cytotox: 4%; HT1080NT lethal: 7%; SW480 rereplic: -12%

Results for Cc1nc2ncnn2c(N2CCC(C(=O)NCC3CCCO3)CC2)c1Cc1ccccc1 (stereo not given) ?
HT1080 IDH1KD tx: -3%; HepG2 viability: -25%; IL1B secr inh: 0; ATXN2 expr inh: 0%; ATXN viability: inactive; MCF10A rereplic: -2%; KB-3-1 cytotox: 8%; HT1080NT lethal: 6%[9.24 µM]; SW480 rereplic: -9%

What do the screens show for `COc1ccc(-n2nc3c(N4CCC(C(=O)NCc5ccccc5)CC4)nnc(C)c3c2C)cc1`?
HT1080 IDH1KD tx: -29%; HepG2 viability: 3%; IL1B secr inh: -9; ATXN2 expr inh: -22%; ATXN viability: inactive; MCF10A rereplic: 4%; KB-3-1 cytotox: -15%; HT1080NT lethal: inconclusive; SW480 rereplic: inconclusive

How did CO/N=C(/CS(=O)c1ccc(Br)cc1)c1ccc(OC)cc1 (stereo not given) do in these assays?
HT1080 IDH1KD tx: 9%; HepG2 viability: 22%; IL1B secr inh: 0; ATXN2 expr inh: 2%; ATXN viability: inactive; MCF10A rereplic: 2%; KB-3-1 cytotox: 8%; HT1080NT lethal: 16%; SW480 rereplic: inconclusive

What do the screens show for `COc1ccc(C2c3c(-c4c(C)cc(C)cc4O)n[nH]c3C(=O)N2Cc2ccco2)cc1` (stereo not given)?
HepG2 viability: -105%; ATXN2 expr inh: inconclusive; ATXN viability: 18µM*; KB-3-1 cytotox: -27%

How did COc1cccc(C(=O)NCC(=O)OCc2ccc(F)cc2Cl)c1 do in these assays?
HT1080 IDH1KD tx: 15%; HepG2 viability: 11%; IL1B secr inh: 0; ATXN2 expr inh: -3%; ATXN viability: inactive; MCF10A rereplic: inconclusive; KB-3-1 cytotox: -7%; HT1080NT lethal: 15%; SW480 rereplic: -52%

How did CCCNC(=O)N(C)c1nncnc1C(=O)NC do in these assays?
HT1080 IDH1KD tx: 13%; HepG2 viability: 1%; IL1B secr inh: 4; ATXN2 expr inh: 0%; ATXN viability: inactive; MCF10A rereplic: -3%; KB-3-1 cytotox: 2%; HT1080NT lethal: 10%; SW480 rereplic: -4%

What do the screens show for `Cc1ccc(C(=O)O)cc1NC(=O)CSc1nnc(-c2ccccc2F)n1C1CCCCC1`?
HT1080 IDH1KD tx: -10%; HepG2 viability: 1%; IL1B secr inh: -8; ATXN viability: inconclusive; MCF10A rereplic: 13%; KB-3-1 cytotox: -3%; HT1080NT lethal: -5%; SW480 rereplic: -14%

What do the screens show for `O=C(CCc1nnc(Cc2cccc(C(F)(F)F)c2)o1)NCCc1ccccc1F`?
HT1080 IDH1KD tx: -7%; HepG2 viability: -29%; IL1B secr inh: 10; ATXN2 expr inh: -9%; ATXN viability: inactive; MCF10A rereplic: -3%; KB-3-1 cytotox: inconclusive; HT1080NT lethal: -14%; SW480 rereplic: 4%

What do the screens show for `CCC(C)[C@H](NC(=O)C1CCC(CNC(=O)[C@@H]2CCCN2C(=O)OC(C)(C)C)CC1)C(=O)O` (stereo not given in full)?
HT1080 IDH1KD tx: 8%; HepG2 viability: 0%; IL1B secr inh: 51; ATXN2 expr inh: -30%; ATXN viability: inactive; MCF10A rereplic: -2%; KB-3-1 cytotox: 18%; HT1080NT lethal: 19%; SW480 rereplic: 6%

How did CCOc1ccc(S(=O)(=O)NCc2ccccn2)cc1NC(=O)c1ccccc1F do in these assays?
HT1080 IDH1KD tx: inconclusive; HepG2 viability: 2%; IL1B secr inh: 60; ATXN2 expr inh: -8%; ATXN viability: inactive; MCF10A rereplic: inconclusive; KB-3-1 cytotox: inconclusive; HT1080NT lethal: 0.92µM*; SW480 rereplic: 0.82µM*

How did O=C(CSc1c2c(nc3cc(Cl)ccc13)CCCC2)NCCCN1CCOCC1 do in these assays?
HT1080 IDH1KD tx: inconclusive; HepG2 viability: -42%; IL1B secr inh: -101*; ATXN viability: inconclusive; MCF10A rereplic: 23µM*; KB-3-1 cytotox: 8%; HT1080NT lethal: inconclusive; SW480 rereplic: inconclusive

How did CCOc1ccc(S(=O)(=O)N2CCN(c3ccc(Cl)c(Cl)c3)CC2)c2ccccc12 do in these assays?
HepG2 viability: -8%; ATXN2 expr inh: -5%; ATXN viability: inactive; KB-3-1 cytotox: -1%

What do the screens show for `CCCNC(=O)N(C)C[C@@H]1Oc2cc(C#CC(C)(C)O)ccc2S(=O)(=O)N([C@H](C)CO)C[C@H]1C`?
HT1080 IDH1KD tx: 4%; HepG2 viability: 3%; IL1B secr inh: 0; ATXN2 expr inh: 12%; ATXN viability: inactive; KB-3-1 cytotox: 19%; HT1080NT lethal: 8%

Results for O=C(Nc1nccs1)C1CCN(S(=O)(=O)c2ccccc2)CC1 ?
HT1080 IDH1KD tx: 11%; HepG2 viability: 12%; IL1B secr inh: 1; ATXN2 expr inh: 0%; ATXN viability: inactive; MCF10A rereplic: 6%; KB-3-1 cytotox: 27%; HT1080NT lethal: 4%; SW480 rereplic: -7%

How did O=C1c2ccc([N+](=O)[O-])cc2C(=O)N1CNc1ccccn1 do in these assays?
HT1080 IDH1KD tx: -2%; HepG2 viability: -38%; IL1B secr inh: -4; ATXN2 expr inh: -5%; ATXN viability: inactive; MCF10A rereplic: 1%; KB-3-1 cytotox: 0%; HT1080NT lethal: 10%; SW480 rereplic: -64%

Results for O=S(=O)(NCCOCCNS(=O)(=O)c1ccccc1)c1ccccc1 ?
HT1080 IDH1KD tx: 15%; HepG2 viability: 7%; IL1B secr inh: -10; ATXN2 expr inh: 2%; ATXN viability: inactive; MCF10A rereplic: 1%; KB-3-1 cytotox: 14%; HT1080NT lethal: 8%; SW480 rereplic: 0%

Three compounds from above, arranged by heavy-atom count, descending:
Results for Cc1nc2ncnn2c(N2CCC(C(=O)NCC3CCCO3)CC2)c1Cc1ccccc1 (stereo not given) ?
HT1080 IDH1KD tx: -3%; HepG2 viability: -25%; IL1B secr inh: 0; ATXN2 expr inh: 0%; ATXN viability: inactive; MCF10A rereplic: -2%; KB-3-1 cytotox: 8%; HT1080NT lethal: 6%[9.24 µM]; SW480 rereplic: -9%

What do the screens show for `O=C(CCc1nnc(Cc2cccc(C(F)(F)F)c2)o1)NCCc1ccccc1F`?
HT1080 IDH1KD tx: -7%; HepG2 viability: -29%; IL1B secr inh: 10; ATXN2 expr inh: -9%; ATXN viability: inactive; MCF10A rereplic: -3%; KB-3-1 cytotox: inconclusive; HT1080NT lethal: -14%; SW480 rereplic: 4%

Results for O=C(Nc1nccs1)C1CCN(S(=O)(=O)c2ccccc2)CC1 ?
HT1080 IDH1KD tx: 11%; HepG2 viability: 12%; IL1B secr inh: 1; ATXN2 expr inh: 0%; ATXN viability: inactive; MCF10A rereplic: 6%; KB-3-1 cytotox: 27%; HT1080NT lethal: 4%; SW480 rereplic: -7%

Other results follow.
Results for Nc1ccc(-c2nnn(Cc3ccccc3)n2)cc1 ?
HT1080 IDH1KD tx: 7%; HepG2 viability: 1%; IL1B secr inh: -16; ATXN2 expr inh: 29%; ATXN viability: inactive; MCF10A rereplic: 8%; KB-3-1 cytotox: -3%; HT1080NT lethal: 1%; SW480 rereplic: 3%

Results for Cc1ccc(C(=O)OC2CCN(c3ccc([N+](=O)[O-])cc3)CC2)cc1 ?
HT1080 IDH1KD tx: 6%; HepG2 viability: 9%; IL1B secr inh: 8; ATXN2 expr inh: -4%; ATXN viability: inactive; MCF10A rereplic: inactive[0.0737 µM]; KB-3-1 cytotox: 16%; HT1080NT lethal: -1%; SW480 rereplic: -1%

What do the screens show for `FC(F)(F)c1ccnc(Sc2n[nH]c(C(F)(F)F)n2)c1`?
HT1080 IDH1KD tx: -8%; HepG2 viability: -7%; IL1B secr inh: 44; ATXN2 expr inh: -1%; ATXN viability: inactive; MCF10A rereplic: 0%; KB-3-1 cytotox: -8%; HT1080NT lethal: -5%; SW480 rereplic: -120%[inhibitor]

How did Cc1ccc(-c2csc3nc(SCC(=O)N(C)C)n(Cc4ccccc4)c(=O)c23)cc1 do in these assays?
HT1080 IDH1KD tx: -29%; HepG2 viability: -6%; IL1B secr inh: -22; ATXN2 expr inh: -14%; ATXN viability: inactive; MCF10A rereplic: inconclusive; KB-3-1 cytotox: inconclusive; HT1080NT lethal: -22%; SW480 rereplic: 22%

No enrichment for hits; overall some 8.9% were active at least once.
